PAD4 inh – PAD4 (human) enzyme inhibition | Q9UM07 | recombinant PAD4, RCA probe fluorescence polarization | inhibition, % at 6.36 µM | hit rate 0.41% among 330,000 | AID 485272;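 active means percent inhibition above a cutoff equal to the mean of all tested compounds plus 3 SD, cut at about 15% in these data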;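 further: 0% = PAD4 with RCA probe and DMSO and 100% = probe without PAD4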
LYPLA1 inh – counter-screen for PME1 inhibitors: inhibitors of human LYPLA1; recombinant LYPLA1, FP-Rh probe fluorescence polarization; O75608; inhibition, % at 5.9 µM; hit rate 0.16% among 320,000;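 active means inhibition above the mean of all tested compounds plus 3 SD, set per campaign, cut at about 14% in these data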;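 further: inhibitors block serine hydrolase probe labeling of LYPLA1 so polarization falls; 0% = enzyme with DMSO and 100% = wells lacking LYPLA1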
pPAFAH inh – pPAFAH (human) enzyme inhibition; inhibition, % at 3.39 µM; recombinant pPAFAH, FP-rhodamine probe fluorescence polarization; AID 463082; hit rate 1.5% among 330,000;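 active means inhibition above the mean inhibition across the screen plus 3 SD, cut at about 25% in these data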;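 further: inhibitors block binding of the rhodamine activity-based probe so polarization drops; 0% = enzyme with DMSO and 100% = wells lacking pPAFAH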
PAFAH1B3 inh – inhibitors of human PAFAH1B3. recombinant PAFAH1B3, FP-rhodamine probe, fluorescence polarization. inhibition, % at 3.39 µM. hit rate 0.28% among 340,000. AID 492972;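 active means inhibition above the screen-wide average of all tested compounds plus 3 SD, cut at about 25% in these data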;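 further: 0% = enzyme with DMSO only and 100% = wells lacking PAFAH1B3 protein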
Target sequence (Q15102 whole entry, looked up): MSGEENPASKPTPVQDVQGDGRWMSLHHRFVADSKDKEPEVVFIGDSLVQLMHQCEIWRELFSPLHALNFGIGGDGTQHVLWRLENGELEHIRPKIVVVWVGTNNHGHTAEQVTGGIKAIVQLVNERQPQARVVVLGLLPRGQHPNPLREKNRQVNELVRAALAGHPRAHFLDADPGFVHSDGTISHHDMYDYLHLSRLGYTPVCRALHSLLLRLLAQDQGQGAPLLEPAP
PAFAH2 inh – inhibitors of human PAFAH2; Q99487; recombinant PAFAH2, FP-rhodamine activity probe, fluorescence polarization; inhibition, % at 3.39 µM; hit rate 0.99% among 340,000; AID 492956;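 active means inhibition above the mean over all tested compounds plus 3 SD, cut at about 30% in these data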;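 further: inhibitors block probe labeling of enzyme so polarization drops; 0% = enzyme with DMSO and 100% = wells lacking PAFAH2 protein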
PREPL inh – inhibitors of human prolyl oligopeptidase-like enzyme PREPL. recombinant PREPL, fluorescence polarization activity-based probe. inhibition, % at 5.96 µM. hit rate 0.68% among 320,000. AID 2751; in the data active means inhibition above about 43%;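 further: 0% = enzyme with DMSO and 100% = wells lacking enzyme; many of its hits are not listed in these tables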
GSTO1 inh – counter-screen for RBBP9 inhibitors: inhibitors of human GSTO1; hit rate 1.1% among 300,000; inhibition, % at 5.96 µM; P78417; AID 1974; recombinant GSTO1, activity-based probe fluorescence polarization;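 active means inhibition above the campaign mean inhibition plus 3 SD, cut at about 35% in these data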;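 further: 0% = GSTO1-1 with DMSO and 100% = wells lacking GSTO1-1 enzyme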
Target sequence (P78417 whole entry, looked up): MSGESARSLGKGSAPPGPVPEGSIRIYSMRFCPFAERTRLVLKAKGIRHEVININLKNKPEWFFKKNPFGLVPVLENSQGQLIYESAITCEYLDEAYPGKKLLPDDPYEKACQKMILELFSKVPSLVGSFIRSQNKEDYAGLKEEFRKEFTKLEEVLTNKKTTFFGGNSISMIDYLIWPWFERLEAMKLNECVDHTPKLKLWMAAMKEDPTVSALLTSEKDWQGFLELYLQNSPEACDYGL
PAFAH1B2 FP inh – PAFAH1B2 (human) inhibition | hit rate 1.2% among 340,000 | AID 492953 | inhibition, % at 3.39 µM | P68402 | recombinant PAFAH1B2, FP-rhodamine activity probe, fluorescence polarization;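 active means inhibition above the mean of all tested compounds plus 3 SD, cut at about 24% in these data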;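 further: 0% = enzyme with DMSO and 100% = wells lacking PAFAH1B2; many of its hits are not listed in these tables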
Target sequence (P68402 whole entry, looked up): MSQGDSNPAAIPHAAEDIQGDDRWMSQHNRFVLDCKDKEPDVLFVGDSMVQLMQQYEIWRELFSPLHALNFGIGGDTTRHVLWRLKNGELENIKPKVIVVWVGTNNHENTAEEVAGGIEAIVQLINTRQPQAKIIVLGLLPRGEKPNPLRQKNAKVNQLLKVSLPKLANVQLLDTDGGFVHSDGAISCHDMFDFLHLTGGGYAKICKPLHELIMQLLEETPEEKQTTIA
LYPLA2 counter – LYPLA2 (human) inhibition in PME1 counter-screen; recombinant LYPLA2, FP-Rh probe fluorescence polarization; inhibition, % at 5.9 µM; hit rate 0.38% among 320,000;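 active means inhibition above the screen-wide mean plus 3 SD, limit set per campaign, cut at about 26% in these data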;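 further: 0% = LYPLA2 with DMSO and 100% = wells lacking LYPLA2 enzyme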
Target sequence (O95372 whole entry, looked up): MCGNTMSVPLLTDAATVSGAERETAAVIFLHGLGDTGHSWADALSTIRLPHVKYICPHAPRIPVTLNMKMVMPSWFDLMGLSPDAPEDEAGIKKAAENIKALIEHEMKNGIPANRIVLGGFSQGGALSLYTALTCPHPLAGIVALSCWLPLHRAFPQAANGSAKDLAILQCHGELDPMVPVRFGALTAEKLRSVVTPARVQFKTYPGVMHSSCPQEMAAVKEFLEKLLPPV
* = called active by the depositor; . = not tested or not shown. An excerpt; count on the stated rates, not on these rows.

The line under a structure holds: PAD4 inh	LYPLA1 inh	pPAFAH inh	PAFAH1B3 inh	PAFAH2 inh	PREPL inh	GSTO1 inh	PAFAH1B2 FP inh	LYPLA2 counter
> O=C(COc1ccc(Cl)cc1Cl)NN1C(=O)C2C3C=CC(C3)C2C1=O (configuration not stated)
 : 3	-2	4	6	-7	-4	2	10	2
> NS(=O)(=O)c1ccc(CCNCc2cccs2)cc1
 : -1	-2	2	5	-1	-8	-3	2	-6
> O=C(COC(=O)CSCC(=O)N1CCCCC1)Nc1ccc(Cl)cc1
 : -7	2	8	11	10	11	-3	11	4
> Cc1cc(NC(=O)COC(=O)c2ccc(S(=O)(=O)N3CCCc4ccccc43)cc2)no1
 : 0	0	8	4	7	-7	-1	3	4
> O=C(NCCCN1CCN(CCCNC(=O)c2cccc(Cl)c2)CC1)c1cccc(Cl)c1
 : -3	4	-2	2	4	4	0	1	12
> Nn1c(SCC(=O)Nc2ccc(F)cc2)nnc1-c1ccccn1
 : -12	5	-2	0	-5	-8	-4	-1	3
> Cc1ccc(OCCCC(=O)NCc2ccco2)cc1
 : 2	-1	7	0	-8	1	4	5	7
> C=C1CC2C=C(NC(C)=O)CC(C1)C2 (configuration not stated)
 : 5	-4	-1	-1	-3	1	6	5	-1
> O=S(=O)(NCC(Nc1ccccc1)c1ccccc1)c1ccc(Cl)cc1 (configuration not stated)
 : -4	-8	10	0	13	8	16	17	-2
> Cc1ccccc1C(=O)Nc1ccccc1C(=O)NCC(C)C
 : -1	-2	0	-2	3	2	6	3	-1
> O=C(COc1ccc(S(=O)(=O)N2CCCC2)cc1)NCc1ccco1
 : -2	-8	-6	4	3	13	-3	6	0
> CCOC(=O)C1CCN(C=Nc2cc(C)on2)CC1
 : -10	1	-2	4	4	4	7	4	5
> Cc1ccc(-c2cc(C(=O)N(C)CC(=O)Nc3ccccc3Br)c3ccccc3n2)o1
 : 1	0	-2	6	-1	4	-11	10	0
> O=C(CSc1nc2ccccc2c(=O)n1Cc1ccco1)Nc1cccc(O)c1
 : -5	1	2	5	-3	-16	5	-3	3
> CCc1ccccc1NC(=O)CNC(=O)c1cn(Cc2ccccc2)nc1-c1cccnc1
 : -1	1	3	-8	5	-2	.	-2	1
> c1ccc2c(c1)ncn2-c1ccc(-c2ccnc3ncnn23)cc1
 : -3	-1	3	7	2	12	-8	1	10
> CCC(Oc1nc2ccccc2nc1-c1ccccc1NC(C)=O)C(=O)c1ccccc1 (configuration not stated)
 : -7	0	10	4	-2	21	-2	-5	0
> O=C(O)/C(=C\c1ccc(-c2ccccc2[N+](=O)[O-])o1)c1ccccc1
 : -2	-1	12	1	4	8	5	1	4
> COc1ccc(NC(=O)CCNS(=O)(=O)c2cccc3nsnc23)cc1OC
 : 3	0	-8	-2	5	-4	-5	-1	-1
> CCC(C)C(=O)N1CCCC(c2nc(-c3cccs3)no2)C1 (configuration not stated)
 : -1	1	0	4	2	7	0	6	3
> CN(C1CCCCC1)S(=O)(=O)c1ccc(C(=O)N2CCN(c3nc4ccccc4s3)CC2)cc1
 : 0	-1	1	3	0	-1	0	2	-1
> C=CCNC(=S)NNC(=O)c1ccc([N+](=O)[O-])cc1
 : 0	-3	-4	4	4	2	6	0	-6
> CSc1ccc(CN(C)CC(=O)Nc2ccc(C)cc2Br)cc1
 : 1	1	3	-6	4	-20	8	2	3
> CCOc1ccc(S(=O)(=O)N2CCC(C(=O)Nc3cccc(NC(C)=O)c3)CC2)cc1
 : -2	-1	2	5	9	7	-5	2	2
> COC(=O)[C@@]12CCCCN1[C@H](c1ccc(-c3ccc(F)cc3)cc1)[C@H]1C(=O)N(C)C(=O)[C@H]12
 : -2	.	4	4	-4	22	.	1	.
> Cc1cc(C)c(OCC(=O)Nc2nnc(-c3ccco3)o2)c(C)c1
 : 5	1	12	2	2	4	-9	3	8
> Cn1cnnc1SCC(=O)N/N=C/c1ccc(OCC(N)=O)cc1
 : -8	6	0	3	0	-3	0	2	3
> Cc1ccccc1NC(=O)c1c(C)[nH]c(=S)c(C#N)c1-c1ccc(Cl)cc1
 : -8	-4	5	.	.	6	-13	.	-6
> CN(C)S(=O)(=O)c1cc(NC(=O)C2=COCCO2)ccc1Cl
 : -4	0	-1	7	1	14	.	3	-1
> Nc1nc(SCC(=O)Nc2cc(Cl)ccc2Cl)n[nH]1
 : 0	.	12	10	0	-14	.	3	.
> CN(CC(=O)Nc1ccccc1Cl)C(=O)COC(=O)CCN1C(=O)C2CC=CCC2C1=O (configuration not stated)
 : 4	-3	6	6	2	-5	-3	2	1
> CCCC1=C(C(=O)OCC)C(c2ccco2)C(C#N)=C(N)O1 (configuration not stated)
 : -3	1	10	0	5	-1	-11	2	-7
> CCCCn1c(-c2csc(CC)c2)n[nH]c1=S
 : -1	4	0	-4	3	-2	-1	2	5
> COc1ccc(-n2ccc3ccccc32)cc1
 : 4	2	3	-3	0	15	6	1	0
> CC(C)(C)c1cc2cccnc2n1Cc1cccc(F)c1
 : -2	1	2	-6	13	16	3	-5	-1
> CCOCCn1c(CN(Cc2ccccc2)Cc2ccccc2)nc2c1c(=O)[nH]c(=O)n2C
 : 3	2	12	8	-10	28	0	3	7
> CCn1c(SCC(=O)N2CCc3ccccc32)nc2c(c1=O)SC(C)C2 (configuration not stated)
 : 5	1	-1	.	.	5	1	.	2
> CSC1=NC(C)N2C(SC)=NC(C)N12 (configuration not stated)
 : 2	0	1	-1	-1	14	-5	0	2
> O=S(=O)(Nc1nccs1)c1cc(Cl)ccc1Cl
 : 2	4	11	5	2	-1	11	5	2
> CSCCC(NC(=O)c1ccco1)C(=O)OCC(=O)Nc1ncc(Cl)c(C)c1Cl (configuration not stated)
 : -2	-6	10	-2	1	3	7	-1	-6

Taken from above.
Value of CCCC1=C(C(=O)OCC)C(c2ccco2)C(C#N)=C(N)O1 (configuration not stated) under PAFAH1B2 FP inh: 2
Value of CSC1=NC(C)N2C(SC)=NC(C)N12 (configuration not stated) under PAFAH1B2 FP inh: 0

More records follow:
The line under a structure holds: PAD4 inh	LYPLA1 inh	pPAFAH inh	PAFAH1B3 inh	PAFAH2 inh	PREPL inh	GSTO1 inh	PAFAH1B2 FP inh	LYPLA2 counter
> CCOCC(=O)Nc1cc(C(=O)OC)cc(C(=O)OC)c1
 : 0	-2	-2	4	-7	19	17	-1	-6
> C=CCn1c(Oc2ccccc2)nc2c1c(=O)n(C)c(=O)n2C
 : -4	0	2	8	2	14	-3	3	0
> COc1cccc(C(=O)Nc2ccc(Oc3cccc(C(F)(F)F)c3)nc2)c1
 : 2	-12	-5	-4	-6	2	-19	0	-12
> Cc1cc(S(=O)(=O)NCc2ccccc2)ccc1OCC(=O)Nc1cccc([N+](=O)[O-])c1
 : -5	-14	5	-6	-3	-1	-20	-2	-11
> COC(=O)c1nc(N)sc1-c1ccc(OC)cc1
 : -1	-3	1	7	-4	-1	-2	5	-10
> COc1ccc(Br)c2oc(S)cc(=O)c12
 : 4	3	10	11	12	-2	10	4	10
> Cc1cc(C(=O)NC(C)Cc2ccccc2)cc(C)c1[N+](=O)[O-] (configuration not stated)
 : -1	-4	-1	.	.	4	12	.	-1
> COc1cc2ccccc2cc1C(=O)Nc1ccc(N2CCOCC2)cc1
 : 7	-2	11	-3	-3	12	1	1	-7
> COC(=O)c1c(NC(=O)CSc2nnc(C)c(=O)[nH]2)sc(C)c1C
 : 1	-4	-1	7	10	-1	-5	19	-9
> Cc1cc(C(=O)CCC(=O)N2CCN(S(=O)(=O)c3ccccc3)CC2)c(C)s1
 : 0	-1	6	-7	1	11	10	0	1
> Cc1cccnc1NC(=O)c1ccccc1-c1ccccc1C(=O)Nc1ncccc1C
 : 2	2	-7	6	3	5	-4	3	-1
> O=C(NNC(=S)NC(=O)c1ccco1)c1ccc(F)cc1
 : 4	0	-7	6	-2	-1	13	2	2
> O=C(COc1ccc(Br)cc1Cl)NNC(=O)c1ccccc1
 : -1	-5	-6	5	5	0	.	0	-1
> O=C(Nc1ccc(Cl)cn1)c1ccc(-c2cc(Cl)ccc2Cl)o1
 : -1	0	-1	2	-4	10	3	4	-4
> O=C(O)CC(C(=O)O)c1ccc(OCCCCOc2ccc(C(CC(=O)O)C(=O)O)cc2)cc1 (configuration not stated)
 : 0	2	0	13	3	-11	3	7	-2
> CCCCOC(=O)c1ccc(NC(=S)NC(=O)c2ccco2)cc1
 : -1	-5	7	5	-6	-7	-12	4	5
> Cc1csc(SCC(=O)NC2CCCCC2)n1
 : 0	0	4	3	-6	-13	-2	3	3
> CCc1ccc(N2CC(C(=O)Nc3cc(C)ccc3F)CC2=O)cc1 (configuration not stated)
 : -4	-1	0	1	-1	-11	2	-7	-2
> CSc1nc(C)cc(SC(C(C)=O)C(=O)Nc2ccccc2)n1 (configuration not stated)
 : -5	0	2	-2	0	-4	7	4	0
> Cc1c(NC(=O)CN2C(=O)c3ccc([N+](=O)[O-])cc3C2=O)c(=O)n(-c2ccccc2)n1C
 : 0	5	2	13	1	12	-2	5	6
> O=C(COC(=O)c1ccccc1-n1cnnn1)c1ccc(Br)cc1
 : -3	2	4	2	0	-16	14	13	4
> CCOc1ccc(NC(=O)CNC(=O)COc2ccccc2)cc1
 : -3	1	-2	0	-5	5	-1	-1	0
> COC(=O)C1CSC(C(=O)OC)N1C(=O)Nc1c(C)cccc1C (configuration not stated)
 : -2	0	7	7	8	-18	0	-4	-2
> Cc1cc([N+](=O)[O-])nn1CC(=O)NCCCn1ccnc1
 : 2	-4	2	0	-3	7	6	-1	-2
> Cc1ccc(OC(F)F)c(NC(=O)Nc2ccc3c(c2)OCO3)c1
 : -1	-6	11	1	-1	5	0	2	0
> CNS(=O)(=O)c1cccc(C(=O)NCC2(N3CCOCC3)CCCCC2)c1
 : 0	1	-2	0	1	-4	9	17	6
> O=c1c(-c2ccccc2)coc2c(CN3CCCC3)c(O)ccc12
 : -1	-2	2	2	1	5	-2	2	-1
> Cc1ccc(C)n1-c1ccc(C(=O)NC2CCN(Cc3ccccc3)CC2)cc1
 : 1	2	5	-4	1	24	-5	-4	5
> COC(=O)c1cc(NC(=O)c2ccccc2F)cc(C(=O)OC)c1
 : -4	2	-6	1	-1	3	-16	11	10
> Cc1cc(C)n2nc(C(=O)N3CCCC(CNS(=O)(=O)c4cccs4)C3)cc2n1 (configuration not stated)
 : 3	-2	3	-5	1	0	4	-1	1
> CN(C)S(=O)(=O)c1ccc(C(=O)NCCSc2ccc(Br)cc2)cc1
 : 3	-2	5	0	10	-3	-2	17	-1
> Cc1cc([N+](=O)[O-])ccc1NCc1cccc([N+](=O)[O-])c1
 : 2	-4	3	5	-1	41	5	0	15
> COc1ccc(NC(=O)c2[nH]c(C)c(C(C)=O)c2C)cc1Cl
 : 1	-10	-1	1	9	6	11	1	-5
> COc1ccc(S(=O)(=O)N2CCN(C)CC2)cc1NC(=O)c1ccccc1F
 : -2	-5	4	-3	2	-3	-5	2	-7
> COc1cccc(CC(=O)Nn2c(C)nc3ccccc3c2=O)c1
 : 6	-1	-8	2	2	-7	-5	5	0
> CC(=O)Nc1ccc(S(=O)(=O)C(C#N)c2nc3ccccc3nc2NCCO)cc1 (configuration not stated)
 : -2	-2	0	2	4	29	4	0	-2
> O=C(C1CCN(S(=O)(=O)Cc2ccccc2)CC1)N1CCCc2ccccc21
 : -1	1	6	-8	-8	-1	7	5	1
> Cc1ccnc(-n2sc3ccccc3c2=O)n1
 : 2	1	-2	1	-1	-1	10	3	-2
> O=C(NCc1ccc(C(F)(F)F)cc1)C12CN(Cc3ccccc3)CC1C(c1cccc([N+](=O)[O-])c1)=NO2 (configuration not stated)
 : 0	-4	8	0	-5	15	-3	12	-14
